# Hsp70 activator – Hsp70 transcriptional activation, primary screen | HeLa Hsp70 promoter luciferase reporter, luminescence; scaled: vehicle 0, proteasome-inhibitor control 100% | activation, % at 10 µM | hit rate 0.04% among 200,000 | AID 1203;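 active means activation above the mean across all tested compounds plus 3 SD, cutoff set per campaign, cut at about 5.5% in these data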;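 further: 100% = MG132 at 30 µM as the positive control and 0% = DMSO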
# S1P3 antag – antagonists of human S1P3 receptor | Q99500 | CHO S1P3 NFAT-BLA reporter, FRET fluorescence, antagonist mode | inhibition, % at 4.98 µM | hit rate 0.27% among 170,000 | AID 485;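 active means inhibition above the plate cutoff, the mean inhibition of test wells on that plate plus 3 SD, cut at about 28% in these data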;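 further: cells challenged with S1P at its EC80 of 0.8 µM; blue over green emission ratio from cleaved BLA substrate after 4 h stimulation; 0% = S1P-stimulated wells and 100% = unstimulated DMSO-only wells; some compounds past the cut are filed as inactive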
# Target sequence (Q99500 whole entry, looked up): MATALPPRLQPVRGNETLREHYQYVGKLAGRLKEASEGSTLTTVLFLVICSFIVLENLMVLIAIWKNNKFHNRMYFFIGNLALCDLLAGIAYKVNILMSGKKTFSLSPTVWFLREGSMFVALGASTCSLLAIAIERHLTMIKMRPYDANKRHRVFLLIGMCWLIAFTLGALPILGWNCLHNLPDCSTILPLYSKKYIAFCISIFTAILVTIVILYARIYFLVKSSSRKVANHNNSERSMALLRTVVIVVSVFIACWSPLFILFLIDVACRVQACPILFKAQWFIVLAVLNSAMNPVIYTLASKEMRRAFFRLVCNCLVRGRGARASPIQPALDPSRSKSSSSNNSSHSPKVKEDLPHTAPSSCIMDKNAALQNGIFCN
# L major viab – Leishmania major promastigote growth inhibition; Leishmania major promastigotes, resazurin fluorescence viability; inhibition, % at 10 µM; hit rate 9% among 200,000;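 further: promastigotes grown with compound for 44 hours at 28 °C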
# PMI act satM6P – activators of human phosphomannose isomerase at near-saturating mannose 6-phosphate; hit rate 0.34% among 190,000; coupled PMI enzyme assay, resazurin fluorescence, 20 min; stronger effect = higher value; 1 = untreated enzyme, 0 = substrate-free blank; P34949; activation factor at 20 µM;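 active means activation factor of 2 or more at 20 µM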
# Target sequence (P34949 whole entry, looked up): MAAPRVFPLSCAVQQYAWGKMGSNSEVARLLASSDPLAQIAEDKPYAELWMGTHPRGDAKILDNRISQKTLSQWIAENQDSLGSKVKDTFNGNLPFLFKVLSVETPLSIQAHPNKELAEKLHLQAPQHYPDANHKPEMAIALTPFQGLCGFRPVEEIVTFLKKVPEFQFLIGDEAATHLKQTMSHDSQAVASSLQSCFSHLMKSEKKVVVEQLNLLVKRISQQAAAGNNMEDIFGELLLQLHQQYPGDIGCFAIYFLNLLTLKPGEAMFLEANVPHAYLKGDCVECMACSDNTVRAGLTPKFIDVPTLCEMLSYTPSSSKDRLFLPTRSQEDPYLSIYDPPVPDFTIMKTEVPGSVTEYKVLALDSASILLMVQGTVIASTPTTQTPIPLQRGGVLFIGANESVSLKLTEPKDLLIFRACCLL
#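 Material: human phosphomannose isomerase with PGI, G6PDH, diaphorase coupling enzymes / Reagent: Man-6-P substrate 1.0 mM / Dosing: single compound dose of 20 µM, 1% DMSO final / Incubation: enzyme reaction with compound 20 min at room temperature / Signal: resorufin fluorescence (Ex 544/Em 590 nm) from resazurin via diaphorase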
# Redox H2O2 prof – compounds producing H2O2 with reducing agent – biochemical, NIH compound library profiling, artefact control for MLSCN library redox annotation, primary screen | DTT-dependent redox cycling H2O2, phenol red/HRP absorbance; 100% = 100 µM peroxide control, 0% = buffer | activation, % at 10 µM | hit rate 0.03% among 200,000;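 active means activation of at least 50% relative to the plate's high and low controls in the primary single-dose screen; inactive means activation below 50%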;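 further: compound incubated with DTT at 0.8 mM final as the reducing agent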
# G6PDH counter – L. mesenteroides G6PDH inhibition counter-screen; inhibition, % at 5 µM; hit rate 0.12% among 200,000; Purified L. mesenteroides G6PDH, diaphorase/resazurin coupled fluorescence, 45 min
# TLR4 MyD88 comp – TLR4-MyD88 interaction inhibition in cells. HeLa CL3-4 TLR4/MyD88 BLA complementation, FRET ratio. AID 861. inhibition, % at 8.4 µM. hit rate 0.18% among 200,000. O00206+Q99836; in the data active means inhibition above about 25%;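 further: 0% = vehicle and 100% = reference inhibitor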
# Diaph act CS – counter-screen for diaphorase-based assays: diaphorase activators and chemical reducers | AID 1229 | activation factor at 20 µM | Diaphorase/resazurin coupled assay, resorufin fluorescence, 16 min; stronger effect = higher value; 1 = vehicle wells, 0 = NADH-free wells | hit rate 0.005% among 190,000;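 active means diaphorase activity raised at least twofold by the compound at 20 µM; inactive means activation factor below 2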
#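 Material: Purified diaphorase enzyme from Clostridium kluyveri | Buffer or medium: 50 mM HEPES pH 7.4 with 4.542 mM MgCl2, 0.005% Tween 20 | Times: 16 min enzyme reaction, ambient temperature | Signal: Red resorufin fluorescence at 544/590 nm excitation/emission | Measure: Increased resorufin signal from activators or reducing compounds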
# Diaphorase inh – inhibits diaphorase or chemically oxidizes, flagging diaphorase assay artifacts. hit rate 0.69% among 190,000. diaphorase resazurin-to-resorufin fluorescence, NADH, 16 min; bacterial (C. kluyveri) enzyme, not human. inhibition, % at 20 µM;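 active means primary screen inhibition at 20 µM above a set limit, cut at about 50% in these data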;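 further: plate controls were DMSO with full reaction for no effect and wells lacking NADH for full effect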
#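 Test system: Clostridium kluyveri diaphorase enzyme / Quantity: diaphorase at 0.14 U/mL in enzyme working solution / Incubation: 16-min room-temperature incubation before reading / Benchmarks: NADH-free wells as positive control, DMSO-only neutral wells / Signal: resorufin fluorescence 544/590 nm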
# RAM inhibit – inhibitors of the yeast RAM network | S. cerevisiae dse1pr::URA3 reporter, 5-FOA growth OD615, 2 d; analog-sensitive cbk1-as2 kinase mutant strain | inhibition, % at 50 µM | hit rate 1.8% among 190,000;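 active means inhibition above a set limit, 3 SD over mean compound inhibition, cut at about 8.4% in these data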;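 further: 0% = DMSO-only wells with no growth and 100% = 10 µM 1-NA-PP1 full growth; inhibition rescues growth on 5-FOA so higher OD means more RAM inhibition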
# PMI activator – activators of human phosphomannose isomerase; P34949; hit rate 0.005% among 190,000; AID 1214; activation factor at 20 µM; purified human PMI, coupled resazurin fluorescence, 20 min; stronger effect = higher value; 1 = vehicle control, 0 substrate-free wells;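 active means activation factor of 2 or more at 20 µM, relative to plate controls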
# * marks the source's active call; other numbers are inactive results; · = no result given. Unless noted, no stated cut-off is given here; in the data, active means inhibition above about 50%; inactive means the rest.
SMILES,Hsp70 activator,S1P3 antag,L major viab,PMI act satM6P,Redox H2O2 prof,G6PDH counter,TLR4 MyD88 comp,Diaph act CS,Diaphorase inh,RAM inhibit,PMI activator
COc1cc2c(cc1OC)CN(Cc1cc(=O)oc3cc(C)c(C)cc13)CC2,-0.4,5,5,2.2*,0.0,3,7,0.8,22,3.0,1.5
COc1ccc([N+](=O)[O-])cc1NS(=O)(=O)c1ccccc1,-0.1,-2,32,1,-0.5,30,6,0.9,7,1.4,1
O=C(COc1ncnc2ccccc12)N1CCOCC1,-0.3,0,-5,1,-0.4,8,-1,0.9,12,0.9,1
FC(F)(F)c1cccc(-c2cc3ccccc3nc2N2CCCC2)c1,0.3,·,-2,0.8,-3.0,-2,13,0.9,14,-0.5,0.8
Cc1nc2nc(C)c(CCC(=O)NCc3ccc4c(c3)OCO4)c(C)n2n1,0.7,-7,-1,1,1.3,-1,-5,1,1,0.9,1
CCC(Oc1ccccc1)C(=O)NCc1ccc(S(N)(=O)=O)cc1 (stereo not drawn),-0.4,-5,-8,1.1,-0.3,8,-19,0.9,8,1.8,1.1
O=C1CC2(CCCC2)CC(=O)N1CCCCN1CCN(c2ncccn2)CC1,-0.2,-1,60*,1.1,0.0,3,2,1,3,-0.6,1.2
Cc1ccc(OC(=O)Cn2c(C(F)(F)F)nc3ccccc32)cc1,-0.2,·,0,0.9,-12,5,-4,0.9,8,1.4,1
CCOC(=O)C1CCN(c2c([N+](=O)[O-])c(C(Cl)Cl)nn2-c2ccccc2)CC1,0.0,·,2,1,-5.0,-9,-19,0.7,28,7.6,0.9
CCCN(CCC)S(=O)(=O)c1ccc(C(=O)Nc2nnc(-c3cccc(OC)c3)o2)cc1,-0.3,17,98*,1.2,0.1,0,-10,1.1,-7,1.7,1.3
CCOc1ccccc1NC(=S)N1CCC(NC(=O)C(C)(C)C)CC1,-0.3,3,-4,1.1,-0.6,12,12,1.2,-22,1.2,1
COc1cc(S(=O)(=O)N2CCN(C(=O)c3ccccc3)CC2)c(OC)cc1Br,0.0,-12,0,·,-0.6,7,3,·,·,0.9,·
COCCCn1cc(C(=O)c2cc(OC)ccc2OCC(=O)Nc2cc(C)on2)cc(C#N)c1=O,-0.1,·,5,0.8,0.4,-5,0,0.8,22,0.0,0.8
COCC(=O)Nc1nc(-c2ccc([N+](=O)[O-])cc2)cs1,-0.1,-14,-7,1,0.2,-8,12,0.9,7,2.6,1.1
Nc1c(C(=O)NCc2ccco2)c2nc3ccccc3nc2n1CCc1ccc(F)cc1,-0.2,·,99*,0.7,0.7,21,-32,0.7,35,3.2,0.6
CN(C(=O)CSc1nnc(-c2ccncc2)n1Cc1ccccc1)C1CCS(=O)(=O)C1 (stereo not drawn),-0.2,-4,0,1,-1.2,-4,-7,0.9,11,2.4,1
Cc1ccc(C)c(NC(=O)C2CCCN2S(=O)(=O)c2ccc3c(c2)n(C)c(=O)c(=O)n3C)c1 (stereo not drawn),-0.3,-2,-6,1,0.3,9,12,1,4,2.3,1.1
Cc1cc(C)nc(NC(=O)C(C)C)n1,0.1,·,-4,0.9,-1.2,5,9,0.9,9,0.9,0.8
COc1ccc2ccccc2c1/C=N\n1c(C)cc(C)c(C(N)=O)c1=O,-0.1,·,-7,1,1.2,5,3,0.9,12,0.2,1.1
CCC(CO)n1c(=S)[nH]c2cc(OC)c(OC)cc2c1=O (stereo not drawn),-0.6,4,6,1,-0.5,-2,7,0.9,8,-0.1,1
Cc1ccc(N2C(=O)SC(N(CC(=O)O)c3ccc(C)cc3)C2=O)cc1 (stereo not drawn),-0.3,-3,0,0.8,-0.7,21,8,0.9,11,3.5,0.8
O=[N+]([O-])c1cc(/C=N/N2CCN(c3ccccc3)CC2)ccc1Cl,-0.4,-6,39,0.9,0.9,-7,6,0.8,17,5.1,0.9
Cn1c(Cc2ccc3c(c2)OCO3)nnc1SCC(=O)NC1CCCC1,-0.3,-10,1,1,-0.9,15,7,0.9,7,1.1,1.1
Cc1ccc(NS(=O)(=O)c2ccc3c(c2)C(=O)c2ccccc2C3=O)c(C)c1,-0.3,-7,-3,0.6,-0.3,7,-14,0.7,28,2.6,0.8

# Look-ups from the list:
# Value for O=[N+]([O-])c1cc(/C=N/N2CCN(c3ccccc3)CC2)ccc1Cl under PMI activator: 0.9
# Value for Cc1ccc(N2C(=O)SC(N(CC(=O)O)c3ccc(C)cc3)C2=O)cc1 (stereo not drawn) under Diaph act CS: 0.9

# Later entries:
SMILES,Hsp70 activator,S1P3 antag,L major viab,PMI act satM6P,Redox H2O2 prof,G6PDH counter,TLR4 MyD88 comp,Diaph act CS,Diaphorase inh,RAM inhibit,PMI activator
CCCCCc1c(C)nc(N2CCc3ccccc32)[nH]c1=O,-0.2,-8,19,1.3,2.8,6,8,1.1,-13,9.9*,1.2
COc1ccccc1NS(=O)(=O)c1cccc(N=C2N=C(N)c3ccccc32)c1,-0.5,-21,5,0.9,0.4,17,10,0.8,20,0.4,0.8
Cc1cc(C)n(-c2nc(-c3ccc(Cl)cc3)cs2)n1,0.1,·,0,1,0.2,4,-2,1.1,-6,4.0,1
CC(OC(=O)c1nn(C(C)C)c(=O)c2ccccc12)C(=O)Nc1ncc(Cl)cc1Cl (stereo not drawn),-0.4,-12,-3,1.1,-1.2,-7,3,1,2,2.3,1
O=C(Cc1ccc(Cl)cc1)NNc1c(F)c(F)cc(F)c1F,-0.4,-9,-3,0.9,0.8,-3,-3,0.8,15,-0.9,0.9
COc1ccc2c(c1)C1NC(=S)NC(C)(O2)C1C(=O)Nc1ccc(Cl)cc1 (stereo not drawn),-0.2,8,1,1,-0.1,4,8,0.8,16,3.0,1
COc1ccc(N(C2=NCCCS2)S(=O)(=O)c2ccc(C(C)(C)C)cc2)cc1,0.0,-4,-1,1,1.4,12,-21,0.9,12,5.4,0.9
COc1cc(CN(C)CC(=O)c2[nH]c(C)c(C(C)=O)c2C)ccc1OC(F)F,-0.3,20,2,1.5,1.8,28,3,1,4,1.7,1.1
CC(=O)Nc1ccc(S(=O)(=O)NCCOc2ccc(Cl)cc2C)cc1,-0.3,-2,0,1,-1.1,-4,2,0.9,14,2.3,0.9
Cc1sc(NC(=S)NC(=O)c2cccs2)nc1-c1ccc(CC(C)C)cc1,-0.2,·,-15,0.9,0.4,5,6,0.9,10,4.5,0.9
COc1cccc(CNC(=O)CSCc2cnn(-c3ccccc3)c2-n2cccc2)c1,-0.4,·,-10,1,0.1,10,-3,0.9,14,7.9,0.9
COC(=O)COc1ccc(S(=O)(=O)Nc2ccc(C(N)=O)cc2)cc1C,-0.2,·,-5,1,-0.1,16,-19,0.9,12,-0.5,1

# Retrieved one by one from above, 4 records:
SMILES,Hsp70 activator,S1P3 antag,L major viab,PMI act satM6P,Redox H2O2 prof,G6PDH counter,TLR4 MyD88 comp,Diaph act CS,Diaphorase inh,RAM inhibit,PMI activator
CCCCCc1c(C)nc(N2CCc3ccccc32)[nH]c1=O,-0.2,-8,19,1.3,2.8,6,8,1.1,-13,9.9*,1.2
CC(OC(=O)c1nn(C(C)C)c(=O)c2ccccc12)C(=O)Nc1ncc(Cl)cc1Cl (stereo not drawn),-0.4,-12,-3,1.1,-1.2,-7,3,1,2,2.3,1
Cc1sc(NC(=S)NC(=O)c2cccs2)nc1-c1ccc(CC(C)C)cc1,-0.2,·,-15,0.9,0.4,5,6,0.9,10,4.5,0.9
COc1cc(CN(C)CC(=O)c2[nH]c(C)c(C(C)=O)c2C)ccc1OC(F)F,-0.3,20,2,1.5,1.8,28,3,1,4,1.7,1.1

# Other compounds follow.
SMILES,Hsp70 activator,S1P3 antag,L major viab,PMI act satM6P,Redox H2O2 prof,G6PDH counter,TLR4 MyD88 comp,Diaph act CS,Diaphorase inh,RAM inhibit,PMI activator
Cc1ccc(NC(=O)CN2C(=O)N/C(=C/c3ccc(N4CCOCC4)cc3)C2=O)cc1,-0.2,4,-7,1,0.0,-12,-4,1,2,8.8*,0.9
N#C/C(=C\c1ccc(-c2cccc([N+](=O)[O-])c2)o1)C(=O)NCCN1CCOCC1,-0.1,6,17,1,1.3,6,-7,1,0,1.8,1
CC(C)(C)c1ccc(S(=O)(=O)NCCc2ccncc2)cc1,-0.3,-3,10,1,0.1,11,-3,0.9,11,0.1,1
c1ccc(CN2CCC(=NNc3nc4ccccc4[nH]3)CC2)cc1,-0.1,4,10,1.4,-0.1,4,5,0.9,11,-0.4,1.6
CCOC(=O)c1c(C)[nH]c(C(=O)Cn2nnc(-c3ccc(Cl)cc3)n2)c1C,-0.3,-7,-7,1.1,1.1,4,-1,1,-3,2.1,1.1
Cc1ccccc1Cn1nc(C)c(NC(=O)c2cc(-c3ccco3)on2)c1C,0.6,13,11,1.1,0.2,10,12,0.9,14,2.8,1
Fc1ccc(N2CCN(C(=S)NCc3ccco3)CC2)cc1,-0.2,-11,5,0.9,-0.3,-2,-6,1,4,1.0,1
CCOc1ccc2[nH]c(=O)c(CN(CCO)Cc3nnnn3CCc3ccccc3)cc2c1,-0.1,·,1,1.2,0.1,-1,0,1,4,2.6,1.1
CCNC(=O)NC(=O)CSc1ccccc1F,-0.3,-22,0,1,-1.0,3,2,0.9,12,0.5,0.9
CCOc1ccc(NC(=O)NCCCn2c(C)nc3cc(C)c(C)cc32)cc1,-0.1,·,15,1,0.5,12,-14,0.9,14,-0.8,0.8
Cc1ccc(N2CC(C(N)=O)CC2=O)cc1C (stereo not drawn),-0.1,-26,-3,0.9,0.3,-12,-2,0.9,10,2.3,0.9
O=C(NCCCn1ccnc1)NC(C(F)(F)F)C(F)(F)F,-0.2,3,-8,0.9,0.8,13,-1,0.8,15,1.1,0.9
CC(=O)c1ccc2c(c1)Nc1ccccc1S2,-0.3,-34,-1,0.9,-3.2,0,12,0.8,16,4.4,0.9
CCOC(=O)c1c(C)oc2ccc(OC(=O)c3cccs3)cc12,-0.5,2,-5,1,0.5,2,0,0.8,16,6.0,1
O=C(C[n+]1cc(-c2ccc(F)cc2)n2c1CCC2)Nc1nc(-c2ccccc2)cs1,-0.3,-6,81*,1,0.1,9,-5,1,2,-0.4,0.9
CN1CCN(c2ccc(NC(=O)Cc3ccccc3)cc2)CC1,0.1,-12,2,1,-0.2,7,19,1,-3,-0.1,1
